DAX1 inh-1 – DAX1 (NR0B1) inhibitors, primary screen, cell-based, HEK293, Gal4-DAX1, luciferase luminescence; inhibition, % at 6.75 µM; 0.99% of 340,000 active; AID 504766, 2011; Nuclear receptor subfamily 0 group B member 1 (Homo sapiens), P51843; HEK293 Gal4-DAX1 luciferase reporter;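 active = inhibition above the mean over all tested compounds plus 3 SD, cut at about 4.2% in these data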;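 note: 0% = DAX1-transfected cells with DMSO and 100% = empty-vector control cells with DMSO; inhibition shows as a rise in luminescence from relieved DAX1 repression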
Target sequence (P51843 207-470 limits assumed): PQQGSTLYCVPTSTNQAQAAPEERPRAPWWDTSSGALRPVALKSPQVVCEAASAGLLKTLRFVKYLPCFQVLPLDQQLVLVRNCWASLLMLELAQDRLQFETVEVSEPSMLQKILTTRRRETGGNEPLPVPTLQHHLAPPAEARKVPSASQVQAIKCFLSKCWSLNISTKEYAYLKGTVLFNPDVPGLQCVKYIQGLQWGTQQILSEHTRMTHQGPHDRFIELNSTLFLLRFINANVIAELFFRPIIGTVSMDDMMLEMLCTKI
ADAM10 inh – human ADAM10 inhibitors, primary screen, biochemical, QFRET, HTS; 0.62% of 370,000 active; recombinant ADAM10, EDANS/DABCYL FRET peptide cleavage, 3 h; inhibition, % at 7 µM;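 active = inhibition above a per-campaign cutoff equal to the mean of compounds falling between control-based bounds plus 3 SD, cut at about 20% in these data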;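 note: 0% = DMSO wells while the 100% control is not disclosed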
hgDAF12 agonist – H. glycines DAF-12 receptor agonists, primary screen, cell-based, luminescence, HEK293, GAL4 fusion, UAS-luciferase | Nuclear hormone receptor DAF-12 (Heterodera glycines), GAL4 fusion | HEK293 GAL4-hgDAF12 UAS-luciferase reporter, agonist luminescence; normalized to butyrate control | activation, % at 6.8 µM | 1.8% of 370,000 active | AID 687014, 2013;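 active = activation above a cutoff set at the mean of all screened compounds plus 3 SD, cut at about 10% in these data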;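 note: 0% = DMSO wells and 100% = sodium butyrate wells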
DAX1 inh-2 – DAX1 (NR0B1) inhibitors on StAR promoter, primary screen, cell-based, luminescence, SF-1 (NR5A1), full-length DAX-1; HEK293T StAR-luciferase reporter, SF-1/DAX-1 repression relief; inhibition, % at 6.8 µM; 1.1% of 370,000 active; AID 652010, 2013;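 active = inhibition above the mean over all tested compounds plus 3 SD, cut at about 3.6% in these data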;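 note: 0% = DAX-1 cells with DMSO and 100% = cells lacking DAX-1 with DMSO; higher inhibition means more luminescence from relief of DAX-1 repression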
hcDAF-12 act – H. contortus DAF-12 nuclear receptor activators, primary screen, cell-based, luminescence, HEK293, lit1-tk-luc reporter; HEK293 hcDAF-12 lit1-tk-luc reporter; 0% DMSO, 100% Δ7-dafachronic acid; activation, % at 6.8 µM; 1.4% of 370,000 active;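 active = activation above the mean of all tested compounds plus 3 SD, cut at about 5.5% in these data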;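 note: 100% = response to 3 µM Δ7-dafachronic acid high control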
ssDAF-12 act – S. stercoralis DAF-12 nuclear receptor activators, primary screen, cell-based, luminescence, HEK293, GRIP1 co-expression, lit1-tk-luc | activation, % at 6.8 µM | Nuclear hormone receptor DAF-12 (Strongyloides stercoralis) | HEK293 ssDAF-12/GRIP1 lit1-tk-luc reporter; % of 3 µM dafachronic acid response | 1% of 370,000 active;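 active = activation above the mean over all tested compounds plus 3 SD, cut at about 0.9% in these data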;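 note: 0% = DMSO-only wells and 100% = 3 µM delta7-dafachronic acid wells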
ADAM17 inh – ADAM17 inhibitors, primary screen, biochemical, QFRET; AID 720648, 2013; inhibition, % at 6.95 µM; 0.83% of 370,000 active; recombinant ADAM17, EDANS/DABCYL FRET peptide cleavage; Disintegrin and metalloproteinase domain-containing protein 17 (Homo sapiens), P78536;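 active = inhibition above the mean of compounds lying between control limits plus 3 SD, set per campaign, cut at about 8.5% in these data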;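 note: 0% = DMSO-only wells as the low control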
Target sequence (P78536 215-824 limits assumed): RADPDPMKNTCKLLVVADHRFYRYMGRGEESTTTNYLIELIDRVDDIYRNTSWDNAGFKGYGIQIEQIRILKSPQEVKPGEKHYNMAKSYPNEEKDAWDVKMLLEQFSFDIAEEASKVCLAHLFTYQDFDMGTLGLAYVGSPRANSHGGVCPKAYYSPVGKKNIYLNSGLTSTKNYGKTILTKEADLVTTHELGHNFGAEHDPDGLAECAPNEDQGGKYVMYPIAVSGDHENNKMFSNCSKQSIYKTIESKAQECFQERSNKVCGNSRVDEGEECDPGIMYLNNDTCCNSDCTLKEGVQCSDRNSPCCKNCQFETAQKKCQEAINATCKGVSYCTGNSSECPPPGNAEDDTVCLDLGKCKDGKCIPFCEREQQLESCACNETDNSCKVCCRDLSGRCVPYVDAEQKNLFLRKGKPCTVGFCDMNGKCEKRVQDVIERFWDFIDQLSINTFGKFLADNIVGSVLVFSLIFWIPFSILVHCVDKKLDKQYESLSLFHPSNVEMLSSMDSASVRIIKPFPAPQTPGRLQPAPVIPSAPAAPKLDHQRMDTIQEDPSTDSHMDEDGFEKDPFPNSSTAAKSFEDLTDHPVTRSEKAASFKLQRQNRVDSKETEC
PG9 Ab binder – binders of HIV-1 gp120 antibody PG9, primary screen, biochemical, TR-FRET. 0.43% of 360,000 active. HIV-1 gp120 / PG9 antibody interaction. inhibition, % at 6.7 µM. AID 624416, 2012. TR-FRET gp120-PG9 antibody binding; in the data active = inhibition above about 8.5%
NPR1 activator – GC-A stimulated cGMP production enhancers – HEK293 GC-A cells, cGMP TR-FRET, EC30 ANP, primary screen | 0.14% of 370,000 active | activation, % at 10 µM | 0% at EC30 ANP, 100% saturating ANP; in the data active = activation above about 40%
SMARCA2 act – SMARCA2 (BRM) function activators, primary screen, cell-based, luminescence, high throughput; MG213 cells, MMTV-luciferase reporter, dexamethasone, overnight; 1% of 370,000 active; activation, % at 9.1 µM; in the data active = activation above about 7.8%;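 note: 0% = vehicle wells and 100% = reference activator wells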
GAA850 FXN act – FXN promoter activators, primary screen, cell-based, luciferase luminescence, HEK293 lucGAA850 | HEK293 lucGAA850 FXN promoter luciferase reporter, 24 h; percent of 10 µM SAHA response | 0.56% of 360,000 active | activation, % at 6 µM;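 active = activation above the average of all compounds screened plus 3 SD, cutoff fixed separately per campaign, cut at about 7.5% in these data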;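 note: 0% = DMSO wells and 100% = 10 µM SAHA wells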
Numbers without * were called inactive; x = no result given.

SMILES	DAX1 inh-1	ADAM10 inh	hgDAF12 agonist	DAX1 inh-2	hcDAF-12 act	ssDAF-12 act	ADAM17 inh	PG9 Ab binder	NPR1 activator	SMARCA2 act	GAA850 FXN act
O=C(Nc1ccc(N2CCOCC2)cc1N1CCOCC1)c1ccc([N+](=O)[O-])cc1Cl	-0.7	4	0.1	0.1	1.1	-0.9	-2	-0.9	-1	-2	-0.8
COc1ccc(Br)c(C(=O)N2CCN(S(=O)(=O)/C=C/c3ccccc3)CC2)c1	0.3	-7	3.7	-0.2	-1.0	-1.8	-6	0.2	-27	-3	0.7
CCCNS(=O)(=O)c1ccc(OCC(=O)Nc2ccccc2F)cc1	0.1	0	-1.7	0.3	0.3	-1.3	-1	-2.1	-5	4	-1.3
CC(C)C(=O)Oc1ccc(CO)cc1[C@H](CCN(C(C)C)C(C)C)c1ccccc1	x	-4	-3.0	-0.1	-1.7	-1.4	1	x	-26	-2	x
NS(=O)(=O)c1ccc(CNC(=O)c2ccc3c(=O)n4c(nc3c2)CCC4)cc1	0.1	-58	1.5	-0.3	2.8	-0.8	-15	-3.0	4	1	2.7
O=S1(=O)CC(N2CC=CC2)CN1Cc1cn(Cc2cccc(Cl)c2)nn1 (stereo not given)	x	-5	1.7	-0.1	-0.2	-0.9	1	1.9	0	3	x
Cc1cnc(C(=O)Nc2ccc(OC(F)(F)F)cc2)cn1	1.6	2	0.4	-0.1	-1.0	-1.6	-1	-2.2	3	2	1.1
CO[C@H]1/C=C/O[C@@]2(C)Oc3c(C)c(O)c4c(O)c(c(C=NN5CCN(C)CC5)c(O)c4c3C2=O)NC(=O)/C(C)=C\C=C\[C@H](C)[C@H](O)[C@@H](C)[C@@H](O)[C@@H](C)[C@H](OC(C)=O)[C@@H]1C	0.2	2	-3.4	0.3	-1.1	-1.4	2	-13	-1	-3	3.3
CCc1nc(SCc2ccc(F)cc2)n[nH]1	-0.2	2	3.9	1.2	0.6	-1.7	0	-0.6	0	4	2.8
Cc1ccc(Cn2cnc3ccccc32)cc1	-1.4	3	1.8	-0.4	1.1	-0.1	3	1.2	-1	-3	1.9
CCC(C)C(=O)Nc1ccc(OC)cc1[N+](=O)[O-] (stereo not given)	0.7	8	-1.4	-0.2	-0.7	-0.5	2	-2.5	2	4	2.4
CC1CCCC(C)N1C(=O)CSc1nnc(COc2ccc(F)cc2)o1 (stereo not given)	-0.1	-13	-1.7	-0.2	-1.2	-1.1	-4	1.4	11	-1	0.4

Of the compounds above, 2 contain an aryl methoxy group.
SMILES	DAX1 inh-1	ADAM10 inh	hgDAF12 agonist	DAX1 inh-2	hcDAF-12 act	ssDAF-12 act	ADAM17 inh	PG9 Ab binder	NPR1 activator	SMARCA2 act	GAA850 FXN act
COc1ccc(Br)c(C(=O)N2CCN(S(=O)(=O)/C=C/c3ccccc3)CC2)c1	0.3	-7	3.7	-0.2	-1.0	-1.8	-6	0.2	-27	-3	0.7
CCC(C)C(=O)Nc1ccc(OC)cc1[N+](=O)[O-] (stereo not given)	0.7	8	-1.4	-0.2	-0.7	-0.5	2	-2.5	2	4	2.4

(further entries)
SMILES	DAX1 inh-1	ADAM10 inh	hgDAF12 agonist	DAX1 inh-2	hcDAF-12 act	ssDAF-12 act	ADAM17 inh	PG9 Ab binder	NPR1 activator	SMARCA2 act	GAA850 FXN act
COc1cccc(NC(=O)CSCc2nc3sc(C)c(C)c3c(=O)[nH]2)c1	1.2	-10	2.0	0.7	-1.8	-0.5	-4	-0.9	1	-2	-3.1
O=C(N/N=C/c1ccc(N2CCOCC2)cc1)c1ccccn1	1.7	5	7.8	1.2	2.4	-0.1	-1	-2.1	-4	3	4.6
O=C(NC1CCCCCC1)c1cccc(S(=O)(=O)N2CCOCC2)c1	-0.2	-11	1.3	0.6	-1.6	-1.1	3	1.0	1	-2	0.3
O=C(NCCCN1CCCC1=O)c1nnc(Cc2c(F)cccc2Cl)o1	0.2	-4	1.8	0.4	-1.4	-1.8	-3	-2.9	10	3	-0.2
CN1C(=O)C2C(c3ccc(N(C)C)cc3)=NN(Cc3ccccc3)C2C1=O (stereo not given)	0.1	-45	-2.1	-0.9	-1.8	-0.5	-16	-0.1	0	-2	0.3
CC1CCc2c(sc(NC(=O)CSc3ncn[nH]3)c2C#N)C1 (stereo not given)	-5.2	-1	-13	-1.7	-8.6	-3.1	-1	1.1	7	-12	-12
O=C(Cn1cnc2ccccc2c1=O)NNC(=O)c1ccccc1	x	7	1.3	-0.6	-0.4	-1.0	-2	-1.5	7	-1	-0.8
C=C(Br)CN1[C@@H](Cc2ccccc2)[C@H](O)[C@@]23C=C[C@@H](C[C@@H]2S1(=O)=O)O3	-0.9	3	2.2	-0.2	-1.3	-1.5	-4	-0.8	-2	1	3.3
C=C(C)CNC(=S)N1CCNC(=O)C1CC(=O)OC (stereo not given)	-0.7	7	5.5	-0.2	-1.0	-1.0	2	-0.9	-3	8	1.3
COc1ccc(NC(=O)COC(=O)c2ccc(OCc3c(C)noc3C)cc2)cc1OC	2.7	8	-1.0	0.1	-1.6	-1.3	0	-0.5	4	-1	1.4
CC(C)CSc1n[nH]c(=S)s1	0.0	1	-1.2	-0.2	0.7	-1.3	-1	-0.9	0	6	0.8
COc1cc(/C=C/C(=O)Nc2cccnc2)cc(OC)c1OC	0.6	-182	0.7	-0.2	0.0	-1.0	-35	-0.9	4	0	1.8

Among those listed so far, these contain a thiophene ring, fused or not:
SMILES	DAX1 inh-1	ADAM10 inh	hgDAF12 agonist	DAX1 inh-2	hcDAF-12 act	ssDAF-12 act	ADAM17 inh	PG9 Ab binder	NPR1 activator	SMARCA2 act	GAA850 FXN act
COc1cccc(NC(=O)CSCc2nc3sc(C)c(C)c3c(=O)[nH]2)c1	1.2	-10	2.0	0.7	-1.8	-0.5	-4	-0.9	1	-2	-3.1
CC1CCc2c(sc(NC(=O)CSc3ncn[nH]3)c2C#N)C1 (stereo not given)	-5.2	-1	-13	-1.7	-8.6	-3.1	-1	1.1	7	-12	-12

(further entries)
SMILES	DAX1 inh-1	ADAM10 inh	hgDAF12 agonist	DAX1 inh-2	hcDAF-12 act	ssDAF-12 act	ADAM17 inh	PG9 Ab binder	NPR1 activator	SMARCA2 act	GAA850 FXN act
Cc1cccc(N2CCN(C(=O)NC(C)c3ccc(F)c(F)c3)CC2)c1C (stereo not given)	-1.4	12	-2.3	-0.4	-2.7	-1.4	2	-0.6	2	-2	-2.2
CCOC(=O)c1cccc(NC(=O)c2ccc(-n3cnnn3)cc2)c1	-0.9	-8	-4.0	-0.4	-1.6	-1.1	-6	0.3	-2	-4	-0.2
CCC(C)NS(=O)(=O)c1ccc(OCC(=O)NCC2CCCO2)cc1 (stereo not given)	0.2	-2	-0.8	0.0	-0.5	-1.3	-3	1.0	5	0	2.4
COc1ccccc1NCCC(=O)O	-1.0	-4	0.1	-0.4	-0.6	-0.9	-3	-0.8	3	-3	2.1
O=C(/C=C/Nc1cccc(C(F)(F)F)c1)C(F)(F)F	0.1	-7	4.5	0.2	-0.1	-0.9	-1	0.0	4	-3	-0.5
Cc1cc(NS(=O)(=O)c2c(C)[nH]c(=O)[nH]c2=O)ccc1Br	-0.8	-2	0.2	0.2	-1.4	-0.1	-4	0.3	-3	-1	5.7
CCc1nnc(NC(=O)CCC(=O)NC2CCCCCC2)s1	0.6	-4	3.6	-0.4	-1.0	-0.6	-3	-0.3	5	0	-1.4
COC(=O)C1CN(C2CCCC2)CCS(=O)(=O)N1Cc1ccccc1 (stereo not given)	x	-12	-2.2	-0.7	-0.8	-0.8	-4	x	3	0	x
Clc1cccc(Cc2c(-c3ccco3)nc3ccc(Br)cn23)c1	x	5	0.5	0.2	2.6	1.9*	2	-4.8	17	-6	x
COc1ccccc1CNC(=O)COC(=O)c1ccc(S(=O)(=O)N2CCCCC2)cc1	1.3	-14	-1.2	-0.2	0.8	-1.3	-4	0.4	1	-1	-0.3
COc1ccc(C(=O)N/C(=C\c2cn(S(=O)(=O)N(C)C)c3ccccc23)C(=O)N2CCCC2)cc1	0.2	0	0.6	0.6	-0.3	-1.5	-1	-0.5	-1	1	2.0
CCOc1ccc(CCNC(=O)COC(=O)c2cccc(S(=O)(=O)N(C)C)c2)cc1OCC	0.9	1	1.2	-2.5	-0.2	-0.7	-1	-1.4	2	1	-0.1
CC(C)(C)CNC(=O)C1(C)CCN1C(=O)C1(c2ccccc2)CC1 (stereo not given)	x	-5	1.4	-0.1	-1.9	-1.4	-5	2.1	3	-2	-0.1
O=C(COc1ccc2c(c1)oc(=O)c1ccccc12)N[C@@H](Cc1c[nH]c2ccccc12)C(=O)O	-2.1	-157	2.2	-0.1	0.2	-1.6	-37	-0.3	2	1	1.0
CC1CN(c2nc3ccccc3nc2C(C#N)C(=O)OC2CCCCC2)CC(C)O1 (stereo not given)	0.7	-9	-0.4	0.0	1.1	-1.0	-4	-2.0	-2	-1	0.6
NS(=O)(=O)c1ccc(CCNC(=O)C2CCC(Cn3c(=S)[nH]c4ccccc4c3=O)CC2)cc1 (stereo not given)	-0.6	-3	-0.2	-0.1	-2.0	-1.4	3	-2.4	-3	0	3.2
Oc1ccc(-c2cc(-c3ccc(O)cc3)nc(-c3ccccc3)n2)cc1	1.7	-8	2.1	-0.8	-2.5	-2.0	-3	1.5	-11	-2	2.2
COc1cccc(C(NC(C)=O)c2nc(-c3ccc4c(c3)OCO4)cs2)c1 (stereo not given)	x	4	1.2	-0.8	0.0	-1.2	0	-3.3	-1	-3	-1.5
COc1ccc(NC(=O)CN2CCN(S(=O)(=O)c3ccc(Cl)cc3)CC2)cc1Cl	0.8	18	1.9	-0.2	-1.0	-1.1	2	-1.2	1	0	-0.2
O=C(Nc1cc(Cl)ccc1N1CCOCC1)c1ccncc1	1.2	-11	1.7	0.0	-0.1	-1.8	-3	0.0	-23	0	0.4
Cc1cc([N+](=O)[O-])nn1CC(=O)NC1CCCCC1	-0.5	1	0.0	0.1	1.8	-1.1	0	-2.1	2	3	0.1
COc1ccc(OC)c(-c2csc(NC(=O)c3ccc4c(c3)OCO4)n2)c1	0.9	1	4.4	-0.5	-1.6	-0.3	-1	-1.9	0	0	3.5
O=S(=O)(Nc1ccc(F)cc1)c1ccc(NC(=S)Nc2ccccc2)cc1	0.5	4	-0.2	-0.5	-0.6	-1.3	0	-0.2	0	-1	-1.3
Cn1cc(C(=O)c2ccc(Cl)cc2Cl)cc1C(=O)N/N=C(\N)COc1ccc(Cl)cc1Cl	-1.0	30*	-0.3	-1.0	-3.0	-1.0	20*	1.2	-1	-3	1.1

Source: PubChem
